Screening data as filed in PubChem.
SRC1 inh: SRC1 coactivator transcriptional activity inhibitors, primary screen, cell-based, luminescence; HEK293 GAL4-SRC1 luciferase reporter; inhibition, % at 3.6 µM; 360,000 tested, 0.12% active;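 active means inhibition above the campaign mean plus 3 SD, with each screening campaign given its own cutoff, cut at about 60% in these data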;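 further: 0% = DMSO treated cells and 100% = gossypol at 36 µM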
SRC2 inh: inhibition of GAL4-SRC2 driven luciferase reporter, primary screen, SRC2 inhibitor project, cell-based, luminescence; Nuclear receptor coactivator 2 (Homo sapiens), Q15596; HEK293 GAL4-SRC2 luciferase reporter; inhibition, % at 9 µM; 370,000 tested, 0.17% active; AID 651957, 2012;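 active means inhibition above the mean inhibition of all tested compounds plus 3 SD, set per campaign, cut at about 52% in these data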;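 further: 0% = DMSO treated cells and 100% = cells given Gossypol at 36 µM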
NOD2 RIPK2 PPI: NOD2-RIPK2 binding disruptors in cells, primary screen, fluorescence, CHO cells, BLA complementation. Receptor-interacting serine/threonine-protein kinase 2 (Homo sapiens), O43353. CCF4 ratio. inhibition, % at 4.98 µM. 360,000 tested, 0.38% active; in the data active means inhibition above about 21%;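 further: 0% = vehicle only and 100% = reference blocker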
TLR9-MyD88 inh: inhibitors of TLR9-MyD88 association in cells, primary screen, cell-based, CHO, BLA complementation, fluorescence. Toll-like receptor 9 (Homo sapiens) + Myeloid differentiation primary response protein …. CCF4 FRET ratio. inhibition, % at 4.98 µM. 340,000 tested, 0.21% active;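 active means inhibition above the mean over all tested compounds plus 3 SD, cut at about 21% in these data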;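 further: 0% = DMSO only wells and 100% = clavulanate BLA inhibitor control wells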
MC4R antag cAMP: MC4R antagonists of cAMP signaling, primary screen, cell-based, TR-FRET, antagonist arm of biased-ligand search; Melanocortin receptor 4 (Homo sapiens), P32245; MC4R-expressing cells, MTII-stimulated cAMP, LANCE TR-FRET; inhibition, % at 6.5 µM; 360,000 tested, 0.48% active; AID 540295, 2011;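 active means inhibition above its plate's cutoff, the mean of tested wells on that plate plus 3 SD, cut at about 29% in these data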;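 further: 0% = Melanotan II alone and 100% = Melanotan II plus saturating MCL0020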
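Material: human MC4R-expressing U2OS cells. Probe or stimulus: Melanotan II challenge. Dosing: 6.5 µM single dose. Times: 30-min compound, 1-h challenge, 1-h detection, room temperature. Technique: TR-FRET with Eu-cAMP and labeled anti-cAMP, 671 nm. Replication: singlicate.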
ABHD5 PLIN5 PPI: ABHD5-PLIN5 interaction inhibitors, primary screen, cell lysate, split luciferase complementation, luminescence; Perilipin-5 (Homo sapiens) + 1-acylglycerol-3-phosphate O-acyltransferase ABHD5 (Homo …; Split G. princeps luciferase complementation, 4 h; AID 602281, 2012; inhibition, % at 4 µM; 360,000 tested, 0.78% active;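 active means inhibition above the mean inhibition across every tested compound plus 3 SD, cut at about 22% in these data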;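 further: 0% = DMSO only wells and the 100% control is not disclosed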
Target sequence (Q00G26 whole entry, looked up): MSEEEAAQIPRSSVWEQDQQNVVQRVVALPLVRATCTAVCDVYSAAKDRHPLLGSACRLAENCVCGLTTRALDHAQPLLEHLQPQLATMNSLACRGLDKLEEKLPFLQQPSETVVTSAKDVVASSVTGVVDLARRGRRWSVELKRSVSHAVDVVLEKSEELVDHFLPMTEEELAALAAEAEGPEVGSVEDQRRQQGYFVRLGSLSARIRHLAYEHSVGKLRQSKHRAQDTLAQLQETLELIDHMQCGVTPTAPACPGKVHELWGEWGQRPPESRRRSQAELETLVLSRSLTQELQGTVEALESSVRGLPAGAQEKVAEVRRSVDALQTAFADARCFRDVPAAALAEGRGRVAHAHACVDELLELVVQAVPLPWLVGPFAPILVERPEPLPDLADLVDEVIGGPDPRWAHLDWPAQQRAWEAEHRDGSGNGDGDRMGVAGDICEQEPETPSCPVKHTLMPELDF
Target sequence (Q8WTS1 whole entry, looked up): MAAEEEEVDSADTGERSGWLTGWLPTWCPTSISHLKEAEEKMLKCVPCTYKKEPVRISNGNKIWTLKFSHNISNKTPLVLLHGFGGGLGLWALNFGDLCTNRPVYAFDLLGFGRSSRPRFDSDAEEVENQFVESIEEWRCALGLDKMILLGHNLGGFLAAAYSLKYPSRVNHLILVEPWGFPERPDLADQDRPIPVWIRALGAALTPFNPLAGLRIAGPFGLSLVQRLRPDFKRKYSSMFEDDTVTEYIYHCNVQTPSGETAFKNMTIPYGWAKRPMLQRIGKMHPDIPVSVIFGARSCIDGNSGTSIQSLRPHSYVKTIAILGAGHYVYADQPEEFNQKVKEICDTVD
SRC3 inh: SRC3 coactivator transcriptional activity inhibitors, primary screen, cell-based, luminescence; 360,000 tested, 0.17% active; inhibition, % at 3.6 µM; Nuclear receptor coactivator 3 (Homo sapiens), Q9Y6Q9; AID 588352, 2011; HEK293 GAL4-SRC3 luciferase reporter;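 active means inhibition above a per-campaign cutoff, the mean of all compounds plus 3 SD, cut at about 60% in these data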;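 further: 0% = DMSO-treated cells and 100% = gossypol-treated cells at 36 µM; higher means less SRC3-driven luciferase light from the GAL4 reporter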
EBV LMP1 NFkB: EBV LMP1-driven NF-kappaB luciferase reporter inhibitors, primary screen, cell-based, luminescence, single point; LMP1-induced NF-kappaB luciferase reporter cells; 350,000 tested, 0.69% active; inhibition, % at 12.5 µM; AID 504558, 2011; in the data active means inhibition above about 41%;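 further: 0% = neutral control wells and 100% = reference inhibitor control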
MC4R ag barr: MC4R agonists recruiting beta-arrestin, primary screen, cell-based, luminescence, agonist arm of biased-ligand search | AID 540308, 2011 | activation, % at 8.9 µM | U2OS MC4R beta-arrestin complementation; percent of melanotan II response, DMSO zero | 360,000 tested, 0.98% active | Melanocortin receptor 4 (Homo sapiens), P32245;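 active means activation above a per-plate cutoff, the mean activation of sample wells on that plate plus 3 SD, cut at about 8% in these data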
NR5A2 inv ag: LRH-1 (NR5A2) inverse agonists, primary screen, cell-based, luminescence, HEK293T, StAR-luciferase reporter. 360,000 tested, 0.13% active. LRH-1 transfected, 24 h. inhibition, % at 3.6 µM. AID 602396, 2012;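 active means inhibition above the mean inhibition of all tested compounds plus 3 SD, cut at about 73% in these data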;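 further: 0% = DMSO wells and 100% = reporter-only cells lacking LRH-1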
COUP-TFII inh: NR2F2 transcriptional activity inhibitors, primary screen, cell-based, luciferase reporter, HEK293T, luminescence; HEK293T NGFI-A luciferase reporter; inhibition, % at 8.6 µM; 370,000 tested, 0.7% active;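 active means inhibition above a per-plate cutoff, mean inhibition of test wells between control levels plus 3 SD, cut at about 38% in these data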;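 further: cells cotransfected with COUP-TFII expression vector driving the NGFI-A reporter; 0% = median of COUP-TF2 test wells and 100% = reporter-only cells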
The depositor's hits bear a star; x = no result given. Only part of the results is shown. The share of hits here may be higher or lower than overall.

SRC1 inh,SRC2 inh,Compound,NOD2 RIPK2 PPI,TLR9-MyD88 inh,MC4R antag cAMP,ABHD5 PLIN5 PPI,SRC3 inh,EBV LMP1 NFkB,MC4R ag barr,NR5A2 inv ag,COUP-TFII inh
-6,-13,CSCCC(NC(=O)COc1ccccc1)C(=O)N(C)CC(=O)Nc1c(C)cccc1C (configuration not stated),-2,7,-1,5,9,-4,-0.5,3,7
-24,-53,COc1cc2c(cc1OC)-c1cc(NC3CCCC3)nc(=O)n1CC2,-10,1,-3,-7,6,12,-0.6,21,-18
-14,20,COc1ccccc1N1CCN(C(=O)COc2ccc(C)cc2Br)CC1,8,3,2,1,-5,-4,-0.8,-9,-5
-5,-6,CC(=O)c1ccc(N2CCN(C(=O)Cc3ccccc3)CC2)c(F)c1,-10,-5,8,-10,4,1,-0.2,7,13
-21,8,CCc1nnc(NC(=O)CSc2nccn2-c2ccccc2)s1,-9,1,-3,0,5,6,-1.9,3,2
-5,-3,O=C(CSc1ccccn1)N1CCNC1=O,-3,-3,-2,2,1,-5,-0.5,0,-9
-3,-20,CCOC(=O)C(=CNc1cc(C)ccn1)C(=O)OCC,-1,-8,-1,-2,-16,5,1.0,2,1
-16,27,C=CCNC(=O)C1CC(=O)N(c2ccc(Br)cc2)C1 (configuration not stated),-4,-7,9,12,7,-6,-1.4,-4,2
-8,-20,COc1cccc(CNC(=O)c2cccnc2Sc2ccc(Cl)cc2)c1,10,10,-3,6,19,-4,0.8,-20,3
-8,7,c1ccc(C(c2nnnn2Cc2ccco2)N2CCN(C3CCCC3)CC2)cc1 (configuration not stated),-7,9,-3,1,-4,-3,0.3,7,9
-1,0,Cc1ccc(S(=O)(=O)CCc2nnc(N)s2)cc1C,-8,9,13,12,-1,11,0.1,4,3
-12,4,COc1cccc(NC(=O)CN(C)C(C)C(=O)N2CCCCC2)c1 (configuration not stated),-1,0,-2,3,-27,0,-1.3,10,-21

The final 2 compounds of the part above come first, to join the parts:
SRC1 inh,SRC2 inh,Compound,NOD2 RIPK2 PPI,TLR9-MyD88 inh,MC4R antag cAMP,ABHD5 PLIN5 PPI,SRC3 inh,EBV LMP1 NFkB,MC4R ag barr,NR5A2 inv ag,COUP-TFII inh
-1,0,Cc1ccc(S(=O)(=O)CCc2nnc(N)s2)cc1C,-8,9,13,12,-1,11,0.1,4,3
-12,4,COc1cccc(NC(=O)CN(C)C(C)C(=O)N2CCCCC2)c1 (configuration not stated),-1,0,-2,3,-27,0,-1.3,10,-21
13,-1,Cc1sc2ncnc(N3CCCC(C)C3)c2c1C (configuration not stated),1,1,6,-5,16,7,-2.0,-15,-16
-11,8,CC1Cc2ccccc2N1S(=O)(=O)c1cccc(C(=O)NCC(c2ccco2)N2CCCC2)c1 (configuration not stated),-6,2,3,3,1,2,-3.2,-2,10
-11,-8,CCOc1ccc(CCNC(=O)c2nnn(CC(=O)Nc3ccccc3C)c2N)cc1OCC,1,1,12,-3,-5,-1,-0.2,23,14
-8,-38,CCOc1ccccc1C1C(C#N)=C(N)N(N(C)C)C2=C1C(=O)CCC2 (configuration not stated),-3,1,13,-1,-1,-7,-0.2,-8,-5
-13,4,CCC(CC)c1nnc(NC(=O)c2ccc(N3CCCC3=O)cc2)s1,10,0,5,-1,16,-1,0.1,11,8
2,-13,Cc1cccc(OCC(=O)Nc2ccc(N3CCN(C(=O)c4ccccc4)CC3)cc2)c1C,-18,2,15,3,2,21,3.9,-3,-2
-22,27,CCCCCNC(=O)[C@@H]1CSC2c3ccccc3C(=O)N21 (some centres not stated),-9,7,1,-12,-1,0,0.5,6,16
-7,6,COc1ccc(N(CC(=O)NCc2ccc3c(c2)OCO3)S(=O)(=O)c2ccc(O)c(C(=O)O)c2)cc1,-1,2,11,5,-46,8,-2.0,22,1
15,13,CCCOc1ccccc1/C=C1\SC(N)=NC1=O,-1,-4,0,2,17,-4,-0.7,-1,21
-3,7,CN(C)S(=O)(=O)c1ccc(C(=O)Nc2ccc3nc(N4CCOCC4)sc3c2)cc1,0,-18,2,11,-18,-5,0.3,-11,5
-2,-2,OCCNCCCCOc1ccc(F)cc1,-9,-3,-7,-1,5,-6,1.1,23,-30
-7,1,O=C(O)c1ccc(-n2nnnc2SCc2ccccc2Br)cc1,-9,-5,-3,-7,-3,11,-1.6,-1,4
1,-23,Cc1nn(-c2cccc(C(F)(F)F)c2)c(=O)c2ccccc12,8,3,9,3,-11,7,-0.7,24,7
-24,-11,O=C(Cc1ccc(Cl)c(Cl)c1)N1CCOCC1,8,17,7,1,6,-11,-0.1,6,-14
-4,-23,Cn1c(=O)cc(OCC(=O)NC2CCCCC2)c2ccccc21,-4,1,15,1,0,-13,-1.8,-9,-27
-19,-16,CCOC(=O)c1cnc2c(C(=O)OCC)cnn2c1N,0,x,12,3,-30,x,-0.7,-22,-4
9,-9,O=[N+]([O-])c1ccc(S(=O)(=O)N2CCN(c3ccccn3)CC2)cc1,10,7,-4,-3,1,-2,-1.8,2,-5
-10,2,CCN1/C(=N\N)c2cccc3cccc1c23,-10,-11,8,9,6,8,-0.4,2,8
-23,-31,CSCCC(NC(=O)CCC(=O)OCC(=O)[C@@]1(O)CCC2[C@@H]3CCC4=CC(=O)C=C[C@]4(C)C3[C@@H](O)C[C@@]21C)C(=O)O (some centres not stated),5,1,-3,-2,-40,6,-1.5,19,-6
-26,-1,Cc1nc(N2CCN(Cc3ccc(Cl)cc3)CC2)c2oc3ccccc3c2n1,1,-1,13,4,9,13,1.9,13,27
0,-22,Cc1nnc(N2C(=O)C(=O)/C(=C(\O)c3ccc4c(c3)CC(C)O4)C2c2ccccc2)s1 (configuration not stated),5,-1,13,0,7,-6,-0.7,-1,-9
10,11,CCCc1nn2c(=O)cc(COc3ccc(NC(=O)c4ccco4)cc3)nc2s1,2,4,6,2,7,5,-2.9,-6,-5
-63,-45,COc1cc(/C=C2/C(=O)ON=C2C)ccc1OCc1ccccc1F,4,2,-1,4,-31,-5,-1.0,-53,-46
6,-2,COc1ccc(C(=O)Nc2c(O)ccc3ccccc23)cc1OC,-5,-3,-6,-8,13,0,-1.9,5,11
-2,1,O=C(Cc1ccccc1[N+](=O)[O-])N1CCN(S(=O)(=O)c2ccccc2)CC1,-9,2,-1,-1,0,4,-1.3,22,19
2,-4,CSc1nc2ccc(NS(=O)(=O)c3ccc([N+](=O)[O-])cc3)cc2s1,-4,x,8,-3,0,1,-1.3,9,23
4,6,NC(=O)C1CCN(Cc2nc3c(Br)cc(Br)cc3c(=O)[nH]2)CC1,1,-3,4,4,8,-1,-0.7,16,-7
-3,1,C=CCn1c(SCCN2CCOCC2)nc2c1c(=O)[nH]c(=O)n2C,7,7,10,-1,12,-8,-0.4,3,12
7,13,Cc1ccc(NC(=O)COC(=O)Cn2cnc3ccccc32)cc1S(=O)(=O)N(C)C,2,-7,2,1,-14,0,-2.8,-25,0

Filtered by structure: the entries above containing an aryl methoxy group (7)
SRC1 inh,SRC2 inh,Compound,NOD2 RIPK2 PPI,TLR9-MyD88 inh,MC4R antag cAMP,ABHD5 PLIN5 PPI,SRC3 inh,EBV LMP1 NFkB,MC4R ag barr,NR5A2 inv ag,COUP-TFII inh
-24,-53,COc1cc2c(cc1OC)-c1cc(NC3CCCC3)nc(=O)n1CC2,-10,1,-3,-7,6,12,-0.6,21,-18
-14,20,COc1ccccc1N1CCN(C(=O)COc2ccc(C)cc2Br)CC1,8,3,2,1,-5,-4,-0.8,-9,-5
-8,-20,COc1cccc(CNC(=O)c2cccnc2Sc2ccc(Cl)cc2)c1,10,10,-3,6,19,-4,0.8,-20,3
-12,4,COc1cccc(NC(=O)CN(C)C(C)C(=O)N2CCCCC2)c1 (configuration not stated),-1,0,-2,3,-27,0,-1.3,10,-21
-7,6,COc1ccc(N(CC(=O)NCc2ccc3c(c2)OCO3)S(=O)(=O)c2ccc(O)c(C(=O)O)c2)cc1,-1,2,11,5,-46,8,-2.0,22,1
-63,-45,COc1cc(/C=C2/C(=O)ON=C2C)ccc1OCc1ccccc1F,4,2,-1,4,-31,-5,-1.0,-53,-46
6,-2,COc1ccc(C(=O)Nc2c(O)ccc3ccccc23)cc1OC,-5,-3,-6,-8,13,0,-1.9,5,11
